Assay outcomes deposited in PubChem BioAssay by Sanford-Burnham Center for Chemical Genomics.
tim10-1 inh: growth inhibitors of tim10-1 mutant yeast, primary screen, luminescence, uHTS; S. cerevisiae tim10-1 ts strain growth, BacTiter-Glo, 24 h; inhibition, % at 20 µM; 2.2% of 330,000 active; AID 463190, 2010;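 active = inhibition of at least 40%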;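 also: mutant grown at 25 °C; 0% = DMSO wells with yeast and 100% = wells holding no yeast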
hIAP inh: human IAP inhibitors, primary screen, biochemical, luminescence, uHTS | 0.12% of 330,000 active | inhibition, % at 10 µM | purified IAP, CDP-Star luminescence, 30 min | AID 2544, 2010 | Intestinal-type alkaline phosphatase (Homo sapiens), P09923;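 active = inhibition reaching a set limit with compound at 10 µM in the primary screen, cut at about 35% in these data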;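 also: plate controls were DMSO wells with enzyme for no effect and no-enzyme buffer wells for full effect; values of inactives mirror those of a sister screen read the other way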
Target sequence (P09923 whole entry, looked up): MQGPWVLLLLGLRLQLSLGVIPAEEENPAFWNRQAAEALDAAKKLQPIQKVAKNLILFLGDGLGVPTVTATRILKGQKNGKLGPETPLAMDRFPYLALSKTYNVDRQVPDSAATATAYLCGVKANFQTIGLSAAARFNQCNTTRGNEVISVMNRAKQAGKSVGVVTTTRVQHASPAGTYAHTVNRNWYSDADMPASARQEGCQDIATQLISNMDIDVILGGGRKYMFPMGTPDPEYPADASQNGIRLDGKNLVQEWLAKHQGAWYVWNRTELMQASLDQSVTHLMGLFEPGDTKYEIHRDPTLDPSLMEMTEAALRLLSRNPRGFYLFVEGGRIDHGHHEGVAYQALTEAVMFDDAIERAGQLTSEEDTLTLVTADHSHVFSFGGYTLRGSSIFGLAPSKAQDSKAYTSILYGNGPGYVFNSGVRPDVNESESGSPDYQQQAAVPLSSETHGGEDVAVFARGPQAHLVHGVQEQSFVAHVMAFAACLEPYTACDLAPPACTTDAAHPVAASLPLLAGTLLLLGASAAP
Apaf-1 inh: inhibitors of human Apaf-1 apoptosome, primary screen, biochemical, DEVD-Rh110 fluorescence, uHTS. Apoptotic protease-activating factor 1 (Homo sapiens), O14727. reconstituted apoptosome caspase-3 activity. inhibition, % at 20 µM. 0.71% of 330,000 active. AID 489030, 2010; active = inhibition of at least 40% at 20 µM;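 also: plate controls were DMSO wells for no effect and DEVD-CHO caspase inhibitor wells for full effect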
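Material: cell-free apoptosome with Apaf-1, procaspase-3 and caspase-9; Buffer or medium: Hepes pH 7.5 with detergent and BSA; Reagent: cytochrome c trigger plus (Z-DEVD)2-Rh110 caspase-3 substrate; Times: compound with Apaf-1, dATP, procaspase-3 30 min, then 50 min reaction, room temperature; Technique: Rh110 fluorescence intensity.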
hIAP act: human IAP activators, primary screen, biochemical, luminescence, uHTS. Intestinal-type alkaline phosphatase (Homo sapiens), P09923. purified human IAP, CDP-Star luminescence, 30 min; hits give high values; 1 = vehicle-only enzyme, 0 = enzyme-free background. activation factor at 10 µM. 0.16% of 330,000 active. AID 2524, 2010;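 active = activation factor of the enzyme at least 2-fold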; also: the source names both 10 and 20 µM as test concentration; values of inactives mirror those of a sister screen read the other way
mIAP inh: inhibitors of mouse IAP, primary screen, biochemical, luminescence, uHTS; purified mouse IAP, CDP-Star luminescence, 30 min; 0.2% of 330,000 active; inhibition, % at 10 µM;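 active = inhibition of at least 40% at 10 µM in the primary screen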;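 also: plate controls were DMSO with enzyme for no effect and no enzyme wells for full effect; values of inactives mirror those of a sister screen read the other way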
TIM10 inh: growth inhibitors of isogenic TIM10 control yeast, primary screen, counter-screen for tim10-1 yeast inhibitor project, luminescence, uHTS; inhibition, % at 10 µM; S. cerevisiae TIM10 strain growth, BacTiter-Glo luminescence, 24 h; AID 463195, 2010; 1.4% of 330,000 active;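 active = inhibition of 40% or more at the single tested concentration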;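 also: wild-type TIM10 isogenic control strain grown at permissive 25 °C; 0% = DMSO yeast wells and 100% = minimal medium wells without yeast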
ATG4B inh: ATG4B protease inhibitors, primary screen, biochemical, fluorescence, uHTS. 0.51% of 340,000 active. Cysteine protease ATG4B (Homo sapiens), Q9Y4P1. inhibition, % at 8.33 µM. AID 504462, 2011. ATG4B cleavage of LC3-PLA2, NBD-HPC fluorescence, 1 h; in the data active = inhibition above about 40%
Target sequence (Q9Y4P1 whole entry, looked up): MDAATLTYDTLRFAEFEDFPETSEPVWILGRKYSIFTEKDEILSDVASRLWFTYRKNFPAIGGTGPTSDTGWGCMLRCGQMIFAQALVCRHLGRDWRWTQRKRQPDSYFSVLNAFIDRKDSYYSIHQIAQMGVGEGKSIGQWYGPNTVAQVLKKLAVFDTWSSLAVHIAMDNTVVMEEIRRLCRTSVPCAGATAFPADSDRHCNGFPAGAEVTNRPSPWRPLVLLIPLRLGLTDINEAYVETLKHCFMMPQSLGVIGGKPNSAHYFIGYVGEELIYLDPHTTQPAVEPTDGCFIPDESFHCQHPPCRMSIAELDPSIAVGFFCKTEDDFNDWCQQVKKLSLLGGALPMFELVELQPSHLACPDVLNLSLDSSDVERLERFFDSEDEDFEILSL
mIAP activ: activators of mouse IAP, primary screen, biochemical, luminescence, uHTS; 0.24% of 330,000 active; activation factor at 10 µM; muIAP, CDP-Star luminescence, 30 min; hits give high values; 1 = vehicle-only enzyme signal, 0 = enzyme-free wells; intestinal alkaline phosphatase [Mus musculus]; AID 2805, 2010;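 active = activation factor of at least 2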; also: the source names both 10 and 20 µM as test concentration; values of inactives mirror those of a sister screen read the other way
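System: Mouse IAP enzyme | Also added: CDP-Star substrate | Dosing: Compounds dispensed in DMSO | Schedule: 30 min enzyme-substrate-compound incubation at room temperature | Technique: Chemiluminescence readout | Control set: DMSO-only wells and no-enzyme negative control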
NALP3 yeast inh: NALP3 inflammasome inhibitors in reconstituted yeast, primary screen, luminescence, uHTS. Yeast reconstituted NLRP3/ASC/caspase-1, beta-gal luminescence, 24 h. inhibition, % at 10 µM. 0.39% of 330,000 active;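 active = inhibition of 50% or more; inactive = inhibition below 50%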;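 also: plate controls were induced DMSO wells for no effect and uninduced yeast grown without galactose for full effect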
The depositor's hits bear a star; / = not tested or not shown. An unsorted share of the library. About 4.5% of those tested had a hit in this group.

Sequence of screens – mIAP activ	tim10-1 inh	ATG4B inh	Apaf-1 inh	NALP3 yeast inh	mIAP inh	TIM10 inh	hIAP inh	hIAP act
- COc1ccc(C(=O)NCCCN2CCOCC2)cc1
 : 0.97	-14	3	-1	15	2	-8	-6	1.1
- O=C(COC(=O)/C=C/c1ccccc1)NC1CC1
 : 0.85	9	6	8	-6	15	9	6	0.94
- CC(C)CCNC(=O)CN(Cc1cccs1)C(=O)CCC(=O)Nc1nccs1
 : 1.1	3	-10	-17	12	-8	4	-5	1.1
- COc1ccccc1NC(=O)CS(=O)(=O)c1cn(CC(=O)N(C(C)C)C(C)C)c2ccccc12
 : 0.94	13	5	3	5	6	5	-4	1
- O=C(/C=C/c1ccccc1)N1CCN(CC(O)COc2ccccc2)CC1 (centres undefined)
 : 1	6	3	6	11	-2	5	16	0.84
- O=C(N=C1SC2CS(=O)(=O)CC2N1c1ccc(F)c(Cl)c1)C1CC1 (centres undefined)
 : 1	4	3	-1	9	0	9	-10	1.1
- Cc1cc(C)nc(NC(=O)c2ccc(Cl)c([N+](=O)[O-])c2)n1
 : 1.1	-7	-9	-5	21	-10	-16	1	0.99
- COc1ccc(Nc2ncnc3c2cnn3Cc2ccccc2)cc1OC
 : 1	24	-8	-14	20	-2	23	3	0.97
- COc1ccc(OCC(=O)Nc2ccc(C)cc2)cc1
 : 1	-27	0	-1	32	-3	-7	-15	1.1
- Cc1ccc(C)c(OCC(=O)NCC(C)C)c1C
 : 1	20	7	8	12	0	7	-10	1.1
- Cc1nn(-c2ccccc2)c(C)c1NC(=O)c1cccs1
 : 1	7	-4	5	0	0	-7	-19	1.2
- CCc1ccc(N2C(=O)Nc3ccc(Br)cc3C2(O)C(=O)NCCN(C)C)cc1 (centres undefined)
 : 0.94	1	-3	-3	18	6	-10	-17	1.2
- CCCN1C2CCCC1CC(NC(=S)Nc1cc(C)ccc1C)C2 (centres undefined)
 : 0.98	7	-10	3	-1	2	-16	5	0.95
- COc1ccc(CCn2c(S)nc3ccccc3c2=O)cc1
 : 0.99	-5	7	-1	5	1	8	-8	1.1
- Cc1sccc1/C=N/NC(=O)c1cccc2ccccc12
 : 0.97	6	-5	-3	26	3	6	-14	1.1
- Cc1c(Cl)cccc1NC(=O)CNc1cccc(C(F)(F)F)c1
 : 1.1	30	8	3	18	-10	29	3	0.97
- Cc1cc(C)n(C(=O)CNC(=O)c2ccccc2F)n1
 : 0.89	12	-2	-8	2	11	-2	-27	1.3
- Cc1oc2cc3oc(=O)c(CC(=O)N[C@@H](C)C(=O)NC(Cc4ccc(Cl)cc4)C(=O)O)c(C)c3cc2c1C (some centres undefined)
 : 0.84	13	-13	2	15	16	3	9	0.91
- CCC(C)NC(=O)c1[nH]c(C)c(C(=O)OC)c1C (centres undefined)
 : 0.89	-4	-7	8	2	11	-9	-7	1.1
- COc1cccc(N2CC(C(=O)Nc3nnc(SCc4ccccn4)s3)CC2=O)c1 (centres undefined)
 : 1.1	-6	3	-1	7	-7	-6	-21	1.2
- COc1ccc(-c2csc(Nc3ccccn3)n2)cc1
 : 1.1	-9	-6	9	-3	-6	18	-3	1
- O=C(CSc1nnc(-c2cnccn2)n1Cc1ccco1)Nc1ccc(Br)cc1
 : 1	1	1	11	-2	-5	11	-1	1
- CCOc1ccc(NC(=O)C2=C(C)NC(=S)NC2c2ccc(O)c(OC)c2)cc1 (centres undefined)
 : 0.93	0	-12	0	-2	7	8	-7	1.1
- COc1ccc2nnc(-c3ccccc3)n2n1
 : 0.98	10	-6	-2	-2	2	-27	-4	1
- O=C(NCC1CCCO1)C(c1cccnc1)N(C(=O)Cc1cccs1)c1ccccc1 (centres undefined)
 : 0.96	3	-6	-6	6	4	-2	-20	1.2
- COc1ccc(S(=O)(=O)N2CCN(C(=O)CN3C(=O)NC4(CCCC4)C3=O)CC2)cc1
 : 1	-17	-12	4	8	-2	-1	5	0.95
- COc1cc(/C=C2\SC(=S)N(CC(=O)Nc3cccnc3)C2=O)cc(OC)c1OC
 : 0.9	7	-12	-4	-3	10	7	-29	1.3
- COc1ccc(CC(=O)OCN2C(=O)c3ccccc3C2=O)cc1OC
 : 1	5	-4	-4	7	-2	-3	-47	1.5
- Cc1cc(S(=O)(=O)Nc2c(C(=O)O)[nH]c3ccccc23)ccc1F
 : 0.94	6	-14	0	-8	6	5	0	1
- COc1ccc(-c2cc3onc(-c4c(Cl)cccc4Cl)c3c(=O)n2C)cc1
 : 0.92	26	8	5	17	8	24	9	0.91
- C=CCSc1nc(N)c(NC(=O)c2ccco2)c(=O)[nH]1
 : 1.1	17	-2	15	4	-7	5	-12	1.1
- O=C(c1cccc(S(=O)(=O)NCc2ccccc2)c1)N1CCN(c2cccc(C(F)(F)F)c2)CC1
 : 0.94	-3	-3	44*	6	6	-6	-5	1.1
- C=C(C)CNC(=S)N/N=C(\C)c1ccc(-n2ccnc2)cc1
 : 0.87	25	-1	1	15	13	-3	-12	1.1
- COC(=O)C(CC(=O)Nc1cc(C)ccc1C)Nc1ccccc1OC (centres undefined)
 : 0.89	25	-10	8	1	11	5	0	1
- Cc1ccc(-n2c(SCC(N)=O)nnc2-c2cccnc2)c(C)c1
 : 2*	2	-5	2	4	-103	-13	1	0.99
- COC(=O)c1ccc(-c2nc(CN3CCN(Cc4cccc(C)c4)CC3)c(C)o2)cc1
 : 1	25	-2	23	16	-3	2	-1	1
- O=C(NCc1ccc(F)cc1)C(C(=O)NCc1ccc(F)cc1)c1ncc(C(F)(F)F)cc1Cl
 : 0.93	11	3	-2	9	7	18	0	1
- O=C(Nc1nc2ccc(F)cc2s1)C1CCN(S(=O)(=O)c2cc([N+](=O)[O-])ccc2Cl)CC1
 : 0.91	0	11	13	18	9	-9	6	0.94
- Cc1cc(C)cc(OC2CCCCC2NS(=O)(=O)c2ccccc2)c1 (centres undefined)
 : 1	17	5	21	-45	-4	-1	-48	1.5
- Cn1c(=O)c2c(nc(-n3ccnc3)n2C)n(C)c1=O
 : 0.95	-1	2	3	0	5	1	1	0.99
- COc1cc(OC)cc(C(=O)O/N=C(\N)c2ccncc2)c1
 : 0.98	2	2	5	6	2	-13	-9	1.1
- O=C(COC(=O)/C=C/c1ccccc1[N+](=O)[O-])NCC1CCCO1 (centres undefined)
 : 0.91	12	2	-3	16	9	3	5	0.95
- C[C@H]1COC(=O)[C@H](CC(=O)OC(C)(C)C)C/C=C\C[C@H](CC(=O)N(CCO)Cc2ccccc2)C(=O)N1
 : 0.99	9	9	-6	13	1	4	-9	1.1
- Cc1noc(C)c1C(=O)OCC(=O)Nc1cc(S(=O)(=O)N2CCOCC2)ccc1Cl
 : 0.99	17	/	-16	14	1	14	-2	1
- CCN(CC)C(=O)Cn1cc(S(=O)(=O)CC(=O)NCCc2ccccc2)c2ccccc21
 : 0.95	-15	-7	-7	6	4	3	-15	1.2

Quoted from the listing.
Under mIAP activ, Cc1noc(C)c1C(=O)OCC(=O)Nc1cc(S(=O)(=O)N2CCOCC2)ccc1Cl reads 0.99
Under ATG4B inh, O=C(NCc1ccc(F)cc1)C(C(=O)NCc1ccc(F)cc1)c1ncc(C(F)(F)F)cc1Cl reads 3

Later entries.
Sequence of screens – mIAP activ	tim10-1 inh	ATG4B inh	Apaf-1 inh	NALP3 yeast inh	mIAP inh	TIM10 inh	hIAP inh	hIAP act
- O=C1NC(=O)C2(COC(c3cccc([N+](=O)[O-])c3)OC2)S1 (centres undefined)
 : 1	19	-2	11	-10	-3	-4	-7	1.1
- CC(C)Oc1ccc(S(=O)(=O)N2CCOCC2)cc1NC(=O)c1cc([N+](=O)[O-])ccc1N1CCOCC1
 : 0.88	10	-9	9	13	12	13	14	0.86
- O=C(Cc1ccccc1)NCc1cccnc1
 : 0.95	22	0	1	7	5	-3	-3	1
- N#CCC(=O)N/N=C/c1cn(Cc2cccc3ccccc23)c2ccccc12
 : 1	-5	-7	3	-4	-1	6	-6	1.1
- C=CCn1c2ccccc2c(=O)c2cc(C#Cc3cc(OC)cc(OC)c3)ccc21
 : 1.2	13	10	7	13	-16	-8	-12	1.1
- O=C(NCC1CCCO1)C1CC(c2ccccc2Cl)=NO1 (centres undefined)
 : 1	-1	10	-10	5	-4	0	17	0.83
- Cc1cc(O)cc(=O)n1C
 : 1	3	28	-18	2	-1	-22	-16	1.2
- CCOC(=O)c1c(-c2ccccc2)cn2ccccc12
 : 0.93	3	23	13	24	7	-3	2	0.98
- COc1ccc(CCNC(=O)CN2C(=O)NC(CCSC)C2=O)cc1 (centres undefined)
 : 1.1	-4	-1	2	18	-6	-20	-17	1.2
- O=C(CSc1nc2ccccc2n1CCc1ccccc1)NC1CCS(=O)(=O)C1 (centres undefined)
 : 1	4	2	5	-4	-2	-17	-8	1.1
- O=C(CN1CCN(c2ccccc2F)CC1)NC(=O)NCc1ccco1
 : 0.88	-3	-5	-6	20	12	5	-13	1.1
- CC(C)(C)c1ccc(NC(=S)NCc2cccnc2)cc1
 : 1.3	21	-3	-12	5	-25	0	-8	1.1
- CCN(CCNC(=O)C1CCN(Cc2nc(-c3cccc(Cl)c3)oc2C)CC1)c1ccccc1
 : 1.4	20	-3	19	9	-39	15	10	0.9
